Screening results from PubChem.
N370S GC: qHTS Assay for Inhibitors and Activators of N370S glucocerebrosidase as a Potential Chaperone Treatment of Gaucher Disease; Lysosomal acid glucosylceramidase (Homo sapiens), P04062; N370S GC spleen homogenate, 4MU-glucoside fluorescence; Potency, µM (top dose mostly 59.4 µM), without a hit: at the top dose activity change, negative = inhibition, hits mostly inhibitors; 330,000 compounds, 0.092% hits;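 further: 0% = full enzyme activity and -100% = no enzyme basal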
TDP1 block: qHTS Assay for Inhibitors of Tyrosyl-DNA Phosphodiesterase (TDP1); AID 485290, 2010; Potency, µM (top dose mostly 130 µM), without a hit: at the highest dose activity change, negative = inhibition, hits mostly inhibitors; recombinant TDP1, AlphaScreen DNA substrate cleavage; Tyrosyl-DNA phosphodiesterase 1 (Homo sapiens), Q9NUW8; 350,000 compounds, 0.28% hits; further: nearly all actives have a fitted effect of over 40% in size
Target sequence (Q9NUW8 whole entry, looked up): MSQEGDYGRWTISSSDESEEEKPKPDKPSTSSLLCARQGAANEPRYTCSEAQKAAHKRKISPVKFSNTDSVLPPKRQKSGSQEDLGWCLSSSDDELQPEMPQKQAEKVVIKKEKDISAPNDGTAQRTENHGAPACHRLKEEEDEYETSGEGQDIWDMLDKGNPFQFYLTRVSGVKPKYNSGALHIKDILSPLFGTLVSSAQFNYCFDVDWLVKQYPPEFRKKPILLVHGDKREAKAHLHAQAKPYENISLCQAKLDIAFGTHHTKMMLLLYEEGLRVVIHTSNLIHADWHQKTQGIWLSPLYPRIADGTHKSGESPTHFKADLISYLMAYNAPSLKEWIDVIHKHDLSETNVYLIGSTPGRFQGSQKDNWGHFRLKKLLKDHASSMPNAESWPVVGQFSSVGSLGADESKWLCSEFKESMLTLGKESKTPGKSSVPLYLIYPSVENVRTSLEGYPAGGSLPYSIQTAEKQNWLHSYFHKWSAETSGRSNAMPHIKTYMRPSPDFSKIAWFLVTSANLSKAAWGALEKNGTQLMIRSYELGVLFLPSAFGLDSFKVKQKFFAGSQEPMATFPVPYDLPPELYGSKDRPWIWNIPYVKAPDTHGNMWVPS
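Recombinant human Tdp1 (E. coli-expressed, 1 nM final) preincubated with compounds 15 min at room temperature, then 5'-biotin/3'-phosphotyrosine-FITC DNA substrate (15 nM final) added for 5 min. AlphaScreen beads (10 ug/ml final) added 10 min; cleavage lowers signal.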
FEN1 inhibitor: qHTS Assay for the Inhibitors of Human Flap endonuclease 1 (FEN1). Potency, µM (highest dose often 114 µM), for the others: at the highest dose activity change, negative = inhibition, most hits filed as inhibitors. Recombinant FEN1 flap cleavage, fluorescence, 15 min. AID 588795, 2011. P39748. 390,000 compounds, 0.35% hits; further: nearly all actives have a fitted effect of over 65% in size
Target sequence (P39748 whole entry, looked up): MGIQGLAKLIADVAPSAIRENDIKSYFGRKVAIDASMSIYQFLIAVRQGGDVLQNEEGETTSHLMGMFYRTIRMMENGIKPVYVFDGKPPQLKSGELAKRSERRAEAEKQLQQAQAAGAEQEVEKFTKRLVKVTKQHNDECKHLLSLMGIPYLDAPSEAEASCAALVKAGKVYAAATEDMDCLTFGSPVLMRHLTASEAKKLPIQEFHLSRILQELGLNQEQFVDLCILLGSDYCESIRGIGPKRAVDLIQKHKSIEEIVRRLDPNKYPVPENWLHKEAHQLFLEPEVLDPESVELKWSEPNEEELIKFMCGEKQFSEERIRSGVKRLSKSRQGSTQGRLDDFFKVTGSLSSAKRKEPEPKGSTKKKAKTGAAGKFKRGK
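Enzyme 10 nM, 15 min RT preincubation with compound; start with substrate 50 nM final; reads at 0 and 15 min; qHTS titration, four-parameter Hill fit.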
An asterisk follows results filed as active; & = joins results of further samples; [ ] = remark or other dose. The call rests on the fitted dose curve; in most records, active means well fitted curve in the direction sought with a large enough effect; inconclusive means small, poorly fitted or top-dose-only effect, or another doubt; inactive means no such curve, though single readings can be large; an effect the other way counts as inactive or inconclusive. Unless noted, on the % scale 0 is the no-effect control and ±100 the full control effect; potency means the concentration at half of the fitted maximal effect.

Screening O=C(Nc1cnc2sc3c(n2c1=O)CCCC3)c1ccc(F)cc1 returned N370S GC inconclusive, TDP1 block 4% and FEN1 inhibitor 8%.
For CCSc1nnc(NC(=O)c2ccc(S(=O)(=O)N(C)C)cc2)s1 the results were N370S GC -3%, TDP1 block 3% and FEN1 inhibitor 5%.
CCn1c(SC(C)C(=O)O)nc2sc3c(c2c1=O)CCC3 (stereo not given) was read as N370S GC 3%, TDP1 block 11µM* and FEN1 inhibitor -19%.
CCOc1cccc(C2C(C#N)=C(N)Oc3cc(C)[nH]c(=O)c32)c1OCC (stereo not given) was read as N370S GC 2% and FEN1 inhibitor 0%.
For O=C(COc1ccc(Cl)cc1)N(Cc1ccccc1)c1nc(-c2ccccc2)cs1 the results were N370S GC 3%, TDP1 block 3% and FEN1 inhibitor -1%.
O=C(O)CN1C(=O)/C(=C/c2ccc(SCc3ccccc3)o2)SC1=S was read as N370S GC 11% and FEN1 inhibitor -19%.
For COc1ccc(S(=O)(=O)N2CCN(CC(=O)Nc3ccc(C)c(F)c3)CC2)cc1 the results were N370S GC 7%, TDP1 block 9% and FEN1 inhibitor -10%.
O=C(Nc1ccc(Br)cc1)N1CCC(CN2CCCC2)CC1 was read as TDP1 block 6% and FEN1 inhibitor 3%.
`CC(=O)OCc1c(F)c(F)c(-n2nc(C)cc2C)c(F)c1F` gave N370S GC -4%[2.35 µM], TDP1 block 3% and FEN1 inhibitor 0%.
COc1ccc2nc3oc(C(=O)NCc4cccs4)cc3cc2c1 was read as N370S GC -4%, TDP1 block -6% and FEN1 inhibitor 3%.
`O=C(CS(=O)(=O)c1cn(Cc2ccccc2Cl)c2ccccc12)N1CCOCC1` gave N370S GC -8%, TDP1 block 5% and FEN1 inhibitor -5%.
Screening S=C(Nc1ccc2c(c1)OCCO2)Nc1ccc2c(c1)OCO2 returned N370S GC -3%, TDP1 block 11% and FEN1 inhibitor -6%.
`Cc1cccc(NC(=O)CSc2nnc(C)c(C)n2)c1` gave N370S GC -4%, TDP1 block -5% and FEN1 inhibitor 5%.
For O=C(COc1ccccc1[N+](=O)[O-])N(Cc1ccccc1)c1ccccn1 the results were N370S GC 11%, TDP1 block 8% and FEN1 inhibitor 4%.
`CC(C)CN(CC(C)C)S(=O)(=O)c1cc([N+](=O)[O-])ccc1N1CCCCCC1` gave N370S GC -15%, TDP1 block 4% and FEN1 inhibitor -6%.
`CC(=O)/C(C#N)=C1\NC(=O)C(Cc2cc(Cl)ccc2Cl)S1` (stereo not given) gave N370S GC 18% and FEN1 inhibitor 15%.
COc1ccc(S(=O)(=O)Cc2ccc(C(=O)NCCc3cc(OC)ccc3OC)o2)cc1 was read as N370S GC -1%, TDP1 block 5% and FEN1 inhibitor -3%.
Screening COc1ccccc1CNc1ccc([N+](=O)[O-])cc1C returned N370S GC 13%, TDP1 block 6% and FEN1 inhibitor -23%.
Screening CSCCC(NC(=O)c1ccccc1)C(=O)NCCCn1nc(C)cc1C (stereo not given) returned TDP1 block 3% and FEN1 inhibitor -2%.
`COc1cc(OC)cc(C(=O)Nc2nc(-c3nnn(-c4ccc(C)cc4)c3C)ns2)c1` gave TDP1 block 0% and FEN1 inhibitor 13%.
`CC(CN1C(C)CCCC1C)OC(=O)c1cccc(Br)c1` (stereo not given) gave N370S GC -12% and FEN1 inhibitor -11%.
For O=C(Nc1ccc(N2CCCC2)c(Cl)c1)c1cccs1 the results were N370S GC 6%, TDP1 block 0% and FEN1 inhibitor -7%.
`CCOC(=O)c1c(NC(=O)CSc2nnnn2-c2ccccc2OCC)sc2c1CC(C)(C)NC2(C)C` gave N370S GC 5% and FEN1 inhibitor -12%.
`CC(=O)SC1CC2=CC(=O)CC[C@@]2(C)C2CC[C@@]3(C)[C@@H](CC[C@@]34CCC(=O)O4)C12` (stereo not given in full) gave N370S GC -4% and TDP1 block 12%[56.1 µM].

Retrieved by compound from above (seven):
For O=C(COc1ccccc1[N+](=O)[O-])N(Cc1ccccc1)c1ccccn1 the results were N370S GC 11%, TDP1 block 8% and FEN1 inhibitor 4%.
`COc1cc(OC)cc(C(=O)Nc2nc(-c3nnn(-c4ccc(C)cc4)c3C)ns2)c1` gave TDP1 block 0% and FEN1 inhibitor 13%.
Screening CSCCC(NC(=O)c1ccccc1)C(=O)NCCCn1nc(C)cc1C (stereo not given) returned TDP1 block 3% and FEN1 inhibitor -2%.
`CC(=O)/C(C#N)=C1\NC(=O)C(Cc2cc(Cl)ccc2Cl)S1` (stereo not given) gave N370S GC 18% and FEN1 inhibitor 15%.
Screening COc1ccccc1CNc1ccc([N+](=O)[O-])cc1C returned N370S GC 13%, TDP1 block 6% and FEN1 inhibitor -23%.
For O=C(Nc1ccc(N2CCCC2)c(Cl)c1)c1cccs1 the results were N370S GC 6%, TDP1 block 0% and FEN1 inhibitor -7%.
`CC(C)CN(CC(C)C)S(=O)(=O)c1cc([N+](=O)[O-])ccc1N1CCCCCC1` gave N370S GC -15%, TDP1 block 4% and FEN1 inhibitor -6%.

Next entries
Screening COc1ccc(N2CCN(S(=O)(=O)CCNC(=O)COc3ccccc3OC)CC2)cc1 returned N370S GC 4%, TDP1 block 4% and FEN1 inhibitor -1%.
CC1CCN(C(=S)Nc2cccc(S(=O)(=O)N(C)C)c2)CC1 was read as N370S GC 2%, TDP1 block 3% and FEN1 inhibitor 1%.
For COc1ccc(S(=O)(=O)N(CC(=O)NCCC(C)C)c2ccccc2)cc1OC the results were N370S GC 11%, TDP1 block 5% and FEN1 inhibitor 2%.
CC(C)c1ccccc1NC1=CC(=O)CC(C)(C)C1 was read as N370S GC -15%, TDP1 block -2% and FEN1 inhibitor -3%.
For COCCCn1c(SCC(=O)NCc2ccco2)nc2sc3c(c2c1=O)CCC3 the results were N370S GC 6%, TDP1 block -3% and FEN1 inhibitor -18%.
For COc1nc(N(C)C)nc(N(C#N)S(=O)(=O)c2ccc(C)cc2)n1 the results were N370S GC -1% and FEN1 inhibitor 15%.
Screening Cc1cccc(NC(=O)CSc2ncnc3c2oc2ccccc23)c1 returned N370S GC 22%, TDP1 block 5% and FEN1 inhibitor -8%.
CCOc1ccc(-c2ccc(/C=C3/C(=N)N4C=CSC4=NC3=O)o2)c([N+](=O)[O-])c1 was read as N370S GC -4%, TDP1 block 3% and FEN1 inhibitor -2%.
Screening O=C1Nc2ccc(F)cc2C12Nc1ccccc1-c1nnc(SCc3ccccc3F)nc1O2 (stereo not given) returned N370S GC 2%, TDP1 block 6% and FEN1 inhibitor -16%.
For CCOC(=O)c1c(C)nc2sc(C(N)=O)c(N)c2c1-c1ccc(OC)cc1 the results were N370S GC 1%, TDP1 block -1% and FEN1 inhibitor -17%.
O=C(O)c1ccc(-c2nnn(Cc3ccccc3F)n2)cc1 was read as N370S GC -2%, TDP1 block 2% and FEN1 inhibitor 20%.
NC(=O)c1ccsc1NC(=O)COC(=O)c1ccc(Cl)c(N)c1 was read as N370S GC 5% and FEN1 inhibitor 0%.
`COc1cccc(OC)c1NC(=O)C1CCCN1C(=O)NCc1ccccc1` (stereo not given) gave N370S GC 10%, TDP1 block 4% and FEN1 inhibitor 2%.
`Cc1ccc(-c2nc(CSCC(=O)N3CCCC3)c(C)o2)cc1` gave N370S GC 6%, TDP1 block -1% and FEN1 inhibitor -4%.
Cc1c(C(=O)OCC(=O)NC2CC2)oc2ccc(Br)cc12 was read as N370S GC 4%, TDP1 block -5% and FEN1 inhibitor 3%.
Screening O=C(O)Cc1ccc(NC(=O)Nc2ccc(Br)cc2)cc1 returned N370S GC -9%, TDP1 block 4% and FEN1 inhibitor 8%.
For COc1ccc(C2C(C#N)=C(C)NC3=C2C(=O)CC(C)(C)C3)cc1 (stereo not given) the results were N370S GC -19%, TDP1 block -3% and FEN1 inhibitor -2%.
For O=C(Cn1c(=O)n(-c2ccccc2)c(=O)c2ccc(C(=O)NCc3ccc4c(c3)OCO4)cc21)Nc1ccc(F)c(Cl)c1 the results were TDP1 block -2% and FEN1 inhibitor -21%.
For CCn1nc(-c2ccccc2)c(-c2ccccc2)c(C(=O)OCCOC)c1=O the results were TDP1 block 5% and FEN1 inhibitor 11%.
`CCS(=O)(=O)N1CCc2cc(C(=O)NCCc3ccccc3)ccc21` gave TDP1 block 9% and FEN1 inhibitor 7%.
For CCc1ccc(NC(=O)Cn2c(=O)n(CCc3ccccc3)c(=O)c3sc4ccccc4c32)cc1 the results were TDP1 block 4% and FEN1 inhibitor -14%.
Screening COc1cccc(NC(=O)C2C3C=CC4(O3)C2C(=O)N(CCN2CCCCC2)C4C(=O)NC2CCCCC2C)c1 (stereo not given) returned N370S GC -3%, TDP1 block 12% and FEN1 inhibitor 0%.
For CN1C(=O)c2ccc(C(=O)Nc3ccc(Br)cn3)cc2C1=O the results were N370S GC 0%, TDP1 block 2% and FEN1 inhibitor 18%.
For COc1ccccc1CNC(=O)CC(C)C the results were N370S GC -1%, TDP1 block 8% and FEN1 inhibitor -14%.
CCCCc1ccc(NC(=O)CSc2nc(=O)n(CCN(C)C)c3c2CCC3)cc1 was read as N370S GC -4%, TDP1 block 0% and FEN1 inhibitor -7%.
Cc1cccc(NC(=O)c2cccnc2Oc2ccccc2)c1C(=O)O was read as N370S GC -8% and FEN1 inhibitor -16%.
For Cc1cc(C)cc(Nc2ncnc3sc4c(c23)CCCC4)c1 the results were TDP1 block 3% and FEN1 inhibitor 14%.
`O=C(NCCN1CCN(c2cccc(Cl)c2)CC1)C1COc2ccccc2C1` (stereo not given) gave TDP1 block 7% and FEN1 inhibitor -7%.
`Cc1cc(/C=C(\C#N)C(=O)NC2CC2)c(C)[nH]1` gave N370S GC 11%, TDP1 block 3% and FEN1 inhibitor 5%.
Fc1ccc(Oc2cc(N3CCOCC3)nc(-c3ccccc3)n2)c(F)c1 was read as N370S GC -24%, TDP1 block 0% and FEN1 inhibitor -13%.
COC(=O)c1sccc1NC(=O)c1ccc(C)s1 was read as N370S GC -9%, TDP1 block 8% and FEN1 inhibitor -12%.
Screening CC(C)CN(CCCNC(=O)CN1N=C(c2ccc(Cl)cc2)CCC1=O)CC(C)C returned N370S GC inconclusive, TDP1 block 0% and FEN1 inhibitor -2%&1%.
For Oc1ccc(Br)cc1/C=N/NC(=S)NCCc1ccccc1 the results were N370S GC inconclusive, TDP1 block -2% and FEN1 inhibitor -21%.
CCOC(=O)C1CCCN(c2c(N3CCN(C)CC3)c(=O)c2=O)C1 (stereo not given) was read as N370S GC 26%, TDP1 block 0% and FEN1 inhibitor 24%.
For Nc1cccc2c1C(=O)N(C(=O)c1ccco1)C2=O the results were N370S GC -1%, TDP1 block -2% and FEN1 inhibitor 0%.
O=C1CCN1C1(C(=O)NC2CCCCC2)CCCC1 was read as N370S GC 4%, TDP1 block 1% and FEN1 inhibitor 3%.
Cc1ccc(C(=O)OCC(=O)c2c[nH]c3ccccc23)cc1S(=O)(=O)N1CCCCC1 was read as N370S GC 14%, TDP1 block -4% and FEN1 inhibitor -16%.
COc1ccc(Cl)cc1NC(=O)Cn1ncc2c3ccccc3n(Cc3ccccc3)c2c1=O was read as TDP1 block 0% and FEN1 inhibitor 0%.
COCCCNC(=O)C[C@H]1C[C@H](C(=O)N2CCCCC2)[C@@]2(CCc3ccccc3)c3[nH]c4cc(-c5ccco5)ccc4c3CCN2C1=O was read as TDP1 block 5%[56.1 µM] and FEN1 inhibitor -27%.
O=C(Nc1ccc2c(c1)oc1ccccc12)c1ccncc1 was read as N370S GC 2%, TDP1 block 3% and FEN1 inhibitor -4%.
`Cc1ccccc1NS(=O)(=O)c1ccc(C(=O)N2CC(C)OC(C)C2)cc1` (stereo not given) gave N370S GC 1%, TDP1 block 0% and FEN1 inhibitor -1%.
`COc1ccc(OC)c(CCNC(=O)C2CCN(c3nnc(-n4cccc4)s3)CC2)c1` gave N370S GC -4%, TDP1 block 6% and FEN1 inhibitor -15%.

Ordered by molecular weight (rising): some entries from above.
For Nc1cccc2c1C(=O)N(C(=O)c1ccco1)C2=O the results were N370S GC -1%, TDP1 block -2% and FEN1 inhibitor 0%.
For CCn1nc(-c2ccccc2)c(-c2ccccc2)c(C(=O)OCCOC)c1=O the results were TDP1 block 5% and FEN1 inhibitor 11%.
O=C(O)CN1C(=O)/C(=C/c2ccc(SCc3ccccc3)o2)SC1=S was read as N370S GC 11% and FEN1 inhibitor -19%.
